High-throughput results deposited in PubChem BioAssay by National Center for Advancing Translational Sciences (NCATS).
NTMT1 inh – inhibitors of human N-terminal methyltransferase NTMT1; Q9BV86; NTMT1 MTase-Glo SAH luminescence, purified enzyme; Potency, µM (titrated, usually from 114 µM), inactives show at the top dose activity change, negative = inhibition, hits mostly inhibitors; 59,000 compounds, 2.5% hits; AID 1645870;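 note: potency is the fitted concentration of half-maximal effect; plate controls were DMSO vehicle for no effect and no enzyme for full effect; nearly all actives have a fitted effect of over 65% in size; many of its hits are not listed in these tables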
Target sequence (Q9BV86 whole entry, looked up): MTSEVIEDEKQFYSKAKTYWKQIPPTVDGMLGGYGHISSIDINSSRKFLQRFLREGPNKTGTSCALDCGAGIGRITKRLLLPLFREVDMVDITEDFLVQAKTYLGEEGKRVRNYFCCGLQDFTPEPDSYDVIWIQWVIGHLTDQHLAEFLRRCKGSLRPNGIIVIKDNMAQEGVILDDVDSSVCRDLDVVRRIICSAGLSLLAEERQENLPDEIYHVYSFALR
FH mod – Identification of activators of human fumarate hydratase by quantitative high-throughput screening | Potency, µM (top dose mostly 79.9 µM), without a hit: at the highest dose activity change, negative = inhibition, actives largely listed as inhibitors | 54,000 compounds, 0.22% hits | FH coupled MDH/diaphorase resazurin fluorescence, 15 min | AID 1347055, 2019 | Fumarate hydratase, mitochondrial (Homo sapiens), P07954; note: potency is the fitted concentration of half-maximal effect; % is set by controls: 0 for no effect and ±100 for the full control effect; the screen sought activators but most active calls are inhibition curves; nearly all actives have a fitted effect of over 45% in size
Target sequence (P07954 whole entry, looked up): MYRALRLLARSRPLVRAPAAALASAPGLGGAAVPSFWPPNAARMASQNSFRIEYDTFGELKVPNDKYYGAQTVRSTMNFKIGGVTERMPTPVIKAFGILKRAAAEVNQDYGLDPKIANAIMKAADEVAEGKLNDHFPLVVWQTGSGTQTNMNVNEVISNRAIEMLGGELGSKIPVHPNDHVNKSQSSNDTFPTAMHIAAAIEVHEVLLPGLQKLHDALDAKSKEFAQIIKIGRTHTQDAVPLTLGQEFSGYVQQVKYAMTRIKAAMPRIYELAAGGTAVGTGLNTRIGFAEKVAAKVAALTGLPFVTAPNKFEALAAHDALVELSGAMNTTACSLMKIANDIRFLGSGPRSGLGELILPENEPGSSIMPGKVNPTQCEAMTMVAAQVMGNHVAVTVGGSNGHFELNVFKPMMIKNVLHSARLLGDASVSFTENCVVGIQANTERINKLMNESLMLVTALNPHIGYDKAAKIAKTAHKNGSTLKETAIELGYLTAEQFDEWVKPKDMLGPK
p53null 39C tox – selectivity test: cytotoxicity in p53 null cells, nonpermissive temperature; H1299 p53-null (neo) cells, 39C, ATPlite viability, 24 h; Potency, µM (top dose mostly 46.1 µM), for inactives: at the top dose activity, negative = cell killing, hits mostly cytotoxic; 55,000 compounds, 0.97% hits; AID 904;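 note: potency is the fitted concentration of half-maximal effect; 0% = DMSO only and -100% = full killing by 100 µM tamoxifen; nearly all actives have a fitted effect of over 50% in size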
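Concentration-response (up to 46 uM) was run for 24 h at the nonpermissive 39C on H1299-p53A138V or H1299-neo cells. ATP content was measured with ATPlite luminescence. AC50 values were Hill-modeled after normalizing between DMSO and 100 uM tamoxifen killing.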
B2AR arrestin ag – agonists recruiting beta-arrestin to human beta2-adrenergic receptor; P07550; HTLA Tango cells, beta-arrestin recruitment, luciferase luminescence, 18 h; Potency, µM (top dose mostly 46.1 µM), for inactives: top-dose activation, hits mostly activators; 44,000 tested, under 10 active; AID 1347077;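 note: potency is the fitted concentration of half-maximal effect; 0% = DMSO and full agonism = EC100 isoproterenol or metaproterenol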
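Tango cells expressing recombinant beta2-AR and beta-arrestin were treated with compounds (up to 46 microM titration) in DMEM with 1% FBS for 18 hr at 37 degrees C. Beta-arrestin recruitment drove tTA-dependent luciferase, read by luminescence; curves were fitted and classed.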
p53null 32C tox – selectivity test: cytotoxicity in p53 null cells, permissive temperature | H1299-neo p53 null cells, ATP luminescence, 24 h, 32C | 55,000 compounds, 0.62% hits | Potency, µM (highest dose often 46.1 µM), inactives show at the top dose activity change, negative = cytotoxicity, actives largely listed as cytotoxic;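 note: potency is the fitted concentration of half-maximal effect; 0% = DMSO only and -100% = full killing by 100 µM tamoxifen; nearly all actives have a fitted effect of over 55% in size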
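Overnight 37C seeding (600 cells/well) of H1299-neo preceded a 24 hr, 32C exposure to compounds up to 46 uM. ATP levels, read by luminescence after 20 min at RT, indicated surviving cells.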
PTAP-TSG101 blk – TSG101-PTAP interaction inhibition, HIV-1 budding; Q99816; Fluorescence polarization, FITC-PTAP peptide/Tsg101, 20 min; Potency, µM (series often up to 115 µM), for the others: top-dose activity change, negative = inhibition, actives largely listed as inhibitors; 44,000 tested, under 10 active; AID 1347069; note: potency is the fitted concentration of half-maximal effect; 0% is about no effect
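qHTS FP binding, 20 min r.t.: 10 uM Tsg101 domain + 50 nM FITC-PTAP peptide, pH 7.5 HEPES buffer with TCEP and EDTA.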
GALK inhibitor – GALK (human) enzyme inhibition | recombinant GALK, Kinase-Glo ATP luminescence, 1 h | Potency, µM (titrated, usually from 57.5 µM), inactives show at the highest dose activity, negative = inhibition, usual class: inhibitors | 44,000 tested, under 10 active;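 note: plate controls were full GALK reaction for no effect and reaction lacking GALK for full effect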
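Compounds were pinned into ATP buffer, then GALK-galactose mix was added (final 5 nM enzyme, 35 uM ATP, 100 uM galactose, pH 8.0). After 1 h at room temperature, Kinase-Glo Plus was added and luminescence read.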
Numbers without * were called inactive; ? = inconclusive; . = no result given; & = joins results of further samples; [ ] = remark or other dose. Calls come from the whole dose curve; as a rule, active = well fitted curve in the direction sought with a large enough effect; inconclusive = small, poorly fitted or top-dose-only effect, or another doubt; inactive = no such curve, though single readings can be large; an effect the other way counts as inactive or inconclusive.

Values in the order: FH mod	NTMT1 inh	p53null 39C tox	p53null 32C tox	PTAP-TSG101 blk	GALK inhibitor	B2AR arrestin ag
1: O=S(=O)(NCc1cccc(Br)c1)c1ccc(-c2cc(C(F)(F)F)on2)s1
    -11%	14%	-4%	-4%	-1%	3%	0%
2: FC(F)(F)c1cccc(N2CCN(c3ncnc4c3nc3n4CCCC3)CC2)c1
    -23%	-4%	-15%	-7%	-8%	5%	0%
3: CCCNC(=O)CCC(=O)N1Cc2cccc(OC)c2Oc2ncccc21
    ?	19%	-19%	-8%	0%	-3%	-1%
4: Cc1cccc(NC(=O)c2ccc(Cn3nc(N4CCN(c5ccccc5)CC4)ccc3=O)o2)c1C
    -7%	-2%	-6%	14%	-6%	3%	2%
5: Cc1ccccc1-c1noc(CSc2nnc(Cc3ccccc3)n2-c2ccc(F)cc2)n1
    -26%	-1%	37%[activator]	12%	-4%	1%	0%
6: Cc1ccc(CNC(=O)c2cn(C)c3ccc(S(=O)(=O)N(C)C4CCCCC4)cc3c2=O)cc1
    ?	-4%	5%	16%	-2%	0%	1%
7: COc1cc(-c2nnc(SCCOc3ccc(C)c(Cl)c3)o2)cc(OC)c1OC
    .	.	-13%	3%	3%	-6%	-2%
8: COc1cc(/C=C/c2nc(C#N)c(NCCc3ccccc3)o2)cc(OC)c1OC
    -26%	2%	6%	12%	-1%	?	1%
9: CNC(=O)CSc1nnc(NC(=O)Nc2ccccc2)s1
    -27%	-6%	?	-20%	2%	-2%	-2%
10: CCOc1ccc(OCC)c(NS(=O)(=O)c2c(C(=O)N3CCCCCC3)c(C)n(C)c2C)c1
    2%	-4%	-4%	-2%	0%	-1%	-1%
11: COc1cccc(C(=O)Nc2ccccc2SCc2cc(=O)c3cccc(C)c3[nH]2)c1
    -5%	13%	-1%	1%	1%	-2%	-1%
12: COc1ccc(N2CCN(C(=O)c3cnc(N4CCCC4)nc3C)CC2)cc1
    -1%	4%	4%	-1%	-5%	3%	1%
13: CCOC(=O)c1cccc(NC(=O)Cn2ncc3c4ccccc4n(Cc4ccccc4)c3c2=O)c1
    7%	-4%	?	-5%	1%	-1%	-4%
14: Cc1ccc(CN2C(=O)c3ccccc3Sc3ccc(C(=O)OCc4ccco4)cc32)cc1
    -19%	3%	10%	7%	-1%	-1%	2%
15: Cc1noc(/C=C/c2ccccc2F)c1S(=O)(=O)N1CCC(C(=O)NCC(C)c2ccccc2)CC1 (stereo unspecified)
    11%	-1%	-10%	-10%	1%	0%	6%
16: Cc1csc2nc(-c3cccc(NC(=O)c4ccccc4Cl)c3)cn12
    -7%	0%	?	-26%	-3%	0%	-1%
17: O=C(CN1C(=O)COc2ccc(S(=O)(=O)NC3CCCC3)cc21)NCc1ccccc1Cl
    -3%	-1%	-15%	-1%	-1%	7%	-1%
18: CCCCCSc1nc2sc3c(c2c(=O)n1-c1ccc(OC)cc1)CCN(C(C)=O)C3
    ?	?	?	?	1%	1%	0%
19: Cc1ccc(NC(=O)Cn2c(=O)n(CCC(=O)N3CCc4ccccc4C3)c(=O)c3ccccc32)cc1
    -2%	10%	0%	0%	-2%	-1%	1%
20: COc1ccc(-c2nc3c(C#N)c[nH]n3c2NC2CCCCC2)cc1
    -26%	?	13%	-1%	-4%	2%	-2%
21: Cc1ccc(CSc2nc3cccnc3n2Cc2ccc(C(=O)NCCc3ccccc3)cc2)cc1
    10%	2%	?	?	0%	3%	-1%
22: COc1ccc(CCNc2nc(SCc3cccc(Cl)c3)nc3ccccc23)cc1OC
    -4%	9%	-1%	-6%	-5%	4%	-3%
23: COC(=O)c1c(C)oc2ccc(N(C(=O)Oc3ccccc3)S(=O)(=O)c3ccc(C(C)(C)C)cc3)cc12
    -18%	12%	31%[activator]	15%	1%	0%	1%
24: CCOc1c(CNCCSc2nnnn2C)cccc1OC
    2%	8%	16%	10%	-6%	?	-2%
25: Cc1nn(C(C)C(=O)NCc2cccc(F)c2)c(=O)c2c1sc1ccccc12 (stereo unspecified)
    -5%	-9%	-4%	-17%	-3%	1%	-3%
26: CC(=O)N1c2ccc(S(=O)(=O)NCCc3cccc(C)c3)cc2CC1C (stereo unspecified)
    0%	-4%	-19%	0%	-1%	-1%	0%
27: COCCNC(=O)CCSc1nc(-c2ccc(OC)cc2)cc(C(F)(F)F)n1
    -8%	0%	-21%&-11%	2%&-6%	2%	2%	1%
28: COc1ccc(CNC(=O)CN(c2ccc(C)cc2)S(=O)(=O)c2c(C)noc2C)cc1
    0%	5%	-4%	6%	2%	-4%	0%
29: Cc1cccc(N2CCN(C(=O)c3c(C)oc4ncnc(N5CCCCC5)c34)CC2)c1C
    -19%	-5%	20%	18%	-3%	2%	-1%
30: COc1ccc(-c2cc(-c3ccccc3)nc3c2COc2ccc(F)cc2-3)cc1
    -3%	13%	.	.	-6%	0%	0%

The final 4 records of the part above lead into the next:
Values in the order: FH mod	NTMT1 inh	p53null 39C tox	p53null 32C tox	PTAP-TSG101 blk	GALK inhibitor	B2AR arrestin ag
27: COCCNC(=O)CCSc1nc(-c2ccc(OC)cc2)cc(C(F)(F)F)n1
    -8%	0%	-21%&-11%	2%&-6%	2%	2%	1%
28: COc1ccc(CNC(=O)CN(c2ccc(C)cc2)S(=O)(=O)c2c(C)noc2C)cc1
    0%	5%	-4%	6%	2%	-4%	0%
29: Cc1cccc(N2CCN(C(=O)c3c(C)oc4ncnc(N5CCCCC5)c34)CC2)c1C
    -19%	-5%	20%	18%	-3%	2%	-1%
30: COc1ccc(-c2cc(-c3ccccc3)nc3c2COc2ccc(F)cc2-3)cc1
    -3%	13%	.	.	-6%	0%	0%
31: Cc1ccc(NS(=O)(=O)c2ccc3nc(-c4ccccc4)[nH]c3c2)c(Br)c1
    -3%	13%	-21%	-6%	-3%	-1%	1%
32: CCOc1ccc(CCNC(=O)CCSCc2ccc(Cl)cc2)cc1OCC
    -9%	9%	-2%	2%	0%	0%	2%
33: Cc1ccc(Cn2cc(/C=C(/C#N)C(=O)Nc3cccc(Cl)c3)c3ccccc32)cc1
    -3%	-5%	3%	19%	-5%	-2%	1%
34: CCC1CCCCN1CCCNC(=O)CN1C(=O)c2cccnc2Oc2ccc(C)cc21 (stereo unspecified)
    5%	8%	-8%	-6%	-1%	-3%	-1%
35: CCOC(=O)C1CCN(C(=O)Cn2c(=O)cc(C)c3c(C)nn(C)c32)CC1
    -5%	-1%	-3%	3%	-2%	3%	0%
36: CCN(C(=O)c1cc2c(Cl)nc3ccccc3c2s1)c1cccc(Cl)c1
    -26%	1%	-10%	-1%	-9%	-1%	-1%
37: COc1ccc(N2CCN(c3oc(-c4ccccc4C)nc3S(=O)(=O)c3ccccc3)CC2)cc1
    10%	2%	6%	-1%	0%	9%	-1%
38: O=C(Cn1c(=O)nc(-c2ccccc2)c2ccccc21)Nc1cccc(C(F)(F)F)c1
    -1%	-14%	-17%	-6%	0%	-2%	0%
39: COc1cc(CNc2ccc3[nH]c(=O)[nH]c3c2)cc(Cl)c1OCc1ccccc1F
    -11%	2%	-8%	-1%	3%	2%	-3%
40: Cc1ccc(NC(=O)Nc2nnc(N3CCCC3)s2)cc1
    7%	-16%	-2%	-7%	0%	-9%	-1%
41: CCN(CC)CCCNc1cc(-c2ccccc2)nc(C)n1
    0%	11%	?	-9%	-10%	5%	-4%
42: O=C(Cn1c(=O)n(Cc2ccc3c(c2)OCO3)c(=O)c2oc3ccccc3c21)Nc1ccccc1F
    3%	-29%	-20%	-4%	2%	-6%	0%
43: O=C(CSc1nc(-c2ccccc2)cc(=O)[nH]1)Nc1ccccc1F
    5%	0%	-4%	-29%	-10%	0%	-1%
44: Cc1ccc(Cl)cc1NC(=O)CN1C=NS(=O)(=O)c2ccccc21
    -1%	-2%	-4%	-4%	-10%	0%	-2%
45: CCOC(=O)c1ccccc1NS(=O)(=O)c1c(-c2ccc(C)cc2)csc1C(=O)OC
    -7%	5%	8%	9%	0%	-1%	-1%
46: O=C(Cn1nnnc1-c1ccccc1F)Nc1ccc(F)c(F)c1
    2%	2%	8%	-5%	-7%	0%	-2%
47: CC1CCCCN1CC(=O)N1CCCc2c1c(=O)oc1ccc(OCc3ccccc3)cc21 (stereo unspecified)
    -22%	?	?	-10%	-4%	1%	-2%
48: Cc1ccccc1Cc1c(C)nc2nc(SCC(=O)NCCc3ccc(Cl)cc3)nn2c1C
    -20%	-1%	9%	16%	-1%	2%	0%
49: Cc1nc2ccc(S(=O)(=O)CCC(=O)Nc3ccc(C(C)C)cc3)cc2s1
    3%	9%	-1%	9%	6%	0%	0%
50: C#CCn1c(/C=C/c2ccc(Cl)cc2)nc2ccccc21
    -19%	?	4µM*	3.2µM*	-1%	-1%	-4%
51: Cc1ccc(NCc2cccn2-c2nnc(N3CCC(C(=O)NCCc4ccc(Cl)cc4)CC3)s2)cc1
    -13%	13%	30%	21%	-1%	7%	-2%
52: CCc1ccc2occ(CC(=O)N(Cc3ccc(N(C)C)cc3)C3CCS(=O)(=O)C3)c2c1 (stereo unspecified)
    -20%	-4%	-4%	4%	0%	3%	-1%
53: CCCOc1ccccc1C(=O)Nc1ccc(-c2nc3ccc(C)cc3s2)cc1
    -10%	7%	?	?	2%	-3%	0%
54: CC1CCC(NC(=O)CCc2cn(Cc3ccccc3Cl)c3ccccc23)CC1 (stereo unspecified)
    -12%	20%	0%	9%	-5%	?	0%
55: Cc1cn2c(=O)cc(COc3cc(C)c(Cl)c(C)c3)nc2s1
    -17%	3%	-4%	-8%	0%	2%	0%

Of the compounds above, these contain two or more sulfur atoms:
Values in the order: FH mod	NTMT1 inh	p53null 39C tox	p53null 32C tox	PTAP-TSG101 blk	GALK inhibitor	B2AR arrestin ag
1: O=S(=O)(NCc1cccc(Br)c1)c1ccc(-c2cc(C(F)(F)F)on2)s1
    -11%	14%	-4%	-4%	-1%	3%	0%
9: CNC(=O)CSc1nnc(NC(=O)Nc2ccccc2)s1
    -27%	-6%	?	-20%	2%	-2%	-2%
18: CCCCCSc1nc2sc3c(c2c(=O)n1-c1ccc(OC)cc1)CCN(C(C)=O)C3
    ?	?	?	?	1%	1%	0%
45: CCOC(=O)c1ccccc1NS(=O)(=O)c1c(-c2ccc(C)cc2)csc1C(=O)OC
    -7%	5%	8%	9%	0%	-1%	-1%
49: Cc1nc2ccc(S(=O)(=O)CCC(=O)Nc3ccc(C(C)C)cc3)cc2s1
    3%	9%	-1%	9%	6%	0%	0%

The list is partial, so the mix of outcomes need not match the whole.
